Screening data (PubChem BioAssay)
L major viab – inhibitors of Leishmania major promastigote growth | Leishmania major promastigotes, resazurin fluorescence viability | inhibition, % at 10 µM | 9% of 200,000 active | AID 1063; in the data active means inhibition above about 50%;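 further: promastigotes grown with compound for 44 hours at 28 °C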
S1P3 antag – antagonists of human S1P3 receptor; inhibition, % at 4.98 µM; 0.27% of 170,000 active; Q99500; AID 485; CHO S1P3 NFAT-BLA reporter, FRET fluorescence, antagonist mode;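 active means inhibition above the plate cutoff, the mean inhibition of test wells on that plate plus 3 SD, cut at about 28% in these data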;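 further: cells challenged with S1P at its EC80 of 0.8 µM; blue over green emission ratio from cleaved BLA substrate after 4 h stimulation; 0% = S1P-stimulated wells and 100% = unstimulated DMSO-only wells; some compounds past the cut are filed as inactive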
Target sequence (Q99500 whole entry, looked up): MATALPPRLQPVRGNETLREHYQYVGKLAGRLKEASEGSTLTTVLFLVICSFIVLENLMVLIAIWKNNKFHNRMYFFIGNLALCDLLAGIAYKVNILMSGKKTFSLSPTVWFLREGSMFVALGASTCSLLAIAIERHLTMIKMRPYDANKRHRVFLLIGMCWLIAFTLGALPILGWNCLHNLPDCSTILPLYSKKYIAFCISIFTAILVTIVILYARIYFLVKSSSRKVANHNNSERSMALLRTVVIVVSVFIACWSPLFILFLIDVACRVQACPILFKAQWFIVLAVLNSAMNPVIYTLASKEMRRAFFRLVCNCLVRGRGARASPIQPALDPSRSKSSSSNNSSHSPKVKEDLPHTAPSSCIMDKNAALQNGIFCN
PPARg SRC-1 ag – agonists of human PPARgamma SRC-1 coactivator recruitment. P37231. PPARgamma-SRC-1 coactivator recruitment biochemical assay. activation, % at 8 µM. 0.41% of 200,000 active; in the data active means activation above about 19%;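 further: 0% = DMSO and 100% = reference agonist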
Efa HMGR inh – inhibitors of class II HMG-CoA reductase from Enterococcus faecalis; purified E. faecalis HMGR, NADPH absorbance 340 nm kinetic; inhibition, % at 10 µM; AID 1066; 0.41% of 190,000 active;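 active means inhibition above a set limit, the median over all tested compounds plus 3 SD, cut at about 9.5% in these data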;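 further: enzyme runs in reverse so mevalonate oxidation gives rising NADPH absorbance; 0% = complete reaction with DMSO and 100% = background rate lacking mevalonate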
PPARg SRC3 recr – agonists of human PPARgamma SRC-3 coactivator recruitment; biochemical PPARgamma/SRC-3 coactivator recruitment assay; activation, % at 8 µM; 0.26% of 200,000 active; AID 731; in the data active means activation above about 23%;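 further: 0% = DMSO and 100% = reference agonist; some compounds past the cut are filed as inactive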
bIAP inhibitor – intestinal alkaline phosphatase (bovine) inhibition. 190,000 tested, under 10 active. purified bovine IAP, CDP-star luminescence, 30 min. inhibition, % at 20 µM;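 active means over 50% inhibition of intestinal alkaline phosphatase at 20 µM in the single-dose screen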
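Assay system – bovine IAP enzyme · Quantity – bovine IAP at 1/65,000,000 final dilution · Detection – CDP-star luminescence signal · Times – 30 min reaction at room temperature · Also added – CDP-star substrate at 30 µM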
TR-FRET SRC-2 ct – TR-FRET artefact, counter-screen to PPARgamma/SRC-2 agonist assay | hits give high values | TR-FRET ratio at 8 µM | 0.4% of 200,000 active | AID 1049; in the data active means TR-FRET ratio above about 2000; further: inactives centre near 1500; reference of the scale not given here
PPARg SRC-2 ag – promotes SRC-2 coactivator recruitment by human PPARgamma. PPARgamma LBD-SRC-2 recruitment, biochemical. 0.34% of 200,000 active. activation, % at 8 µM; in the data active means activation above about 22%;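 further: 0% = vehicle and 100% = reference agonist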
RAM network inh – yeast RAM network inhibition; S. cerevisiae dse1pr::URA3 reporter, 5-FOA growth OD615, 2 d; analog-sensitive cbk1-as2 kinase mutant strain; inhibition, % at 50 µM; 1.8% of 190,000 active; AID 868;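 active means inhibition above a set limit, 3 SD over mean compound inhibition, cut at about 8.4% in these data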;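 further: 0% = DMSO-only wells with no growth and 100% = 10 µM 1-NA-PP1 full growth; inhibition rescues growth on 5-FOA so higher OD means more RAM inhibition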
DTT redox prof – compounds producing H2O2 with reducing agent – biochemical, NIH compound library profiling, artefact control for MLSCN library redox annotation, primary screen. DTT-dependent redox cycling H2O2, phenol red/HRP absorbance; 100% = 100 µM peroxide control, 0% = buffer. activation, % at 10 µM. 0.03% of 200,000 active. AID 878;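 active means activation of at least 50% relative to the plate's high and low controls in the primary single-dose screen; inactive means activation below 50%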;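 further: compound incubated with DTT at 0.8 mM final as the reducing agent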
ROMK primary – modulators of human ROMK potassium channel | B-score at 10 µM | 2% of 130,000 active | AID 1918 | Tet-inducible ROMK, thallium flux fluorescence; actives lie on both sides | P48048;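 active means signal ratio slope over the read window, or its plate-corrected B-score, at least 3 SD from the plate mean, either direction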;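 further: B-score of the F/F0 ratio slope over 7 to 12 s after thallium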
Target sequence (P48048 whole entry, looked up): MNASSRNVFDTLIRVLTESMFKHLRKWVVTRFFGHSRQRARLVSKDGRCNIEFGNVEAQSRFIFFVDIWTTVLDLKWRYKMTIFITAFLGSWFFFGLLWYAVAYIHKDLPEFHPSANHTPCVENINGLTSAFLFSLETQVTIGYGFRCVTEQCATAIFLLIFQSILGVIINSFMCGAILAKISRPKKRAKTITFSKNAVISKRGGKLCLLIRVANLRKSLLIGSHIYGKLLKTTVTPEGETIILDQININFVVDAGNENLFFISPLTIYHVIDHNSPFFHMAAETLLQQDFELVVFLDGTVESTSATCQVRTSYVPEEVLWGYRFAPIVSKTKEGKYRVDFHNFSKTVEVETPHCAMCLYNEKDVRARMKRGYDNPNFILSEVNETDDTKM
Starred values were filed as active, the others as inactive; / = not tested or not shown; & = joins results of further samples.

Each structure is followed by: L major viab, S1P3 antag, PPARg SRC-1 ag, Efa HMGR inh, PPARg SRC3 recr, bIAP inhibitor, TR-FRET SRC-2 ct, PPARg SRC-2 ag, RAM network inh, DTT redox prof, ROMK primary
1. Cc1ccc(NC(=O)C(=O)NCCN2CCN(S(C)(=O)=O)CC2)cc1C
 : 0, 5, 9, 0, -6, -8, 1519, -2, -1.8, -0.8, 0.19
2. CCOC(=O)c1c(N)sc(C(O)(C(F)(F)F)C(F)(F)F)c1-c1ccc(Cl)cc1
 : 29, /, 6, -3, 6, 4, 1535, 12, -1.4, 0.0, 1.1
3. Cc1cccc(Cc2c(C)[nH]c(=O)c(C#N)c2C)c1
 : 5, 1, 14, -3, 0, 4, 1703, -1, 1.0, -1.2, 0.68
4. Cc1noc(C)c1S(=O)(=O)N(C)CC(=O)NCc1ccccc1
 : -6, -4, -4, -1, -6, 14, 1584, 0, 0.3, 0.4, /
5. CCN(Cc1nc2ccccc2c(=O)[nH]1)Cc1cc(=O)oc2cc(C)c(C)cc12
 : 74*, -27, 3, /, 8, /, 1535, 4, /, -0.1, /
6. Cc1cc(OCCN2CCOCC2)ccc1[N+](=O)[O-]
 : 47, -11, 6, -7, 0, 4, 1540, 4, -0.8, 0.5, /
7. N/C(COc1ccc(C(=O)O)cc1)=N\O
 : 0, 16, 9, 1, 3, -2, 1615, -5, 2.3, 2.0, /
8. COc1ccc(CN2CCN(CCc3ccccc3)C(CCO)C2)cc1Cn1cncn1 (centres undefined)
 : 40, -11, 4, -2, 1, -11, 1675, 6, -1.0, 1.1, 0.38
9. O=C(Oc1ccc(-c2ccccc2)cc1)N1CCCCC1
 : -2, 14, -2, 1, -2, 2, 1476, 4, 4.2, 1.6, /
10. CCN1CCN(C(c2cccs2)C(C)NC(=O)c2cccc(OC)c2OC)CC1 (centres undefined)
 : 8, -24, -1, -7, 10, 13, 1626, 7, 2.7, -2.4, /
11. Cc1nc(CS(=O)(=O)c2ccc(Cl)cc2)cc(N2CCOCC2)n1
 : -5, /, 5, 4, 1, 1, 1641, -2, 0.4, 1.1, /
12. Cc1ccc(C)c(N2CCN(S(=O)(=O)c3ccc4c(c3)CCN4C(=O)CCC(=O)O)CC2)c1
 : -6, /, 0, -9, -4, 0, 1569, 2, 5.6, -1.3, /
13. CCOC(=O)c1c(C)[nH]c(C)c1C(=O)CSc1nnc(-c2ccncc2)n1Cc1ccccc1
 : 1, /, 10, -9, 8, -4, 1496, 6, 1.9, -0.1, -0.088
14. CC(C)N1C(=O)CC(Nc2ccc(N3CCOCC3)cc2)C1=O (centres undefined)
 : -4, /, 9, -3, 14, 8, 1603, -2, -0.7, -0.7, -0.17
15. Cc1nonc1OCCn1c([N+](=O)[O-])cnc1C
 : -1, 5, 4, 9, 4, 6, 1672, 8, 0.1, -1.4, 0.018
16. COc1ccc(S(=O)(=O)Nc2ccc(NC(C)=O)cc2)cc1[N+](=O)[O-]
 : 0, -7, 4, -5, 4, 1, 1644, 10, 0.2, 0.1, -0.35
17. Cc1ccc2nc(SCC(=O)Nc3ccc(C)c([N+](=O)[O-])c3)[nH]c2c1
 : 12, -11, -1, 3, 0, 12, 1322, 4, 4.9, 0.2, -0.66
18. CCOC(=O)c1ncn2c1CN(C)C(=O)c1cc(F)ccc1-2
 : 0, -31&-24, 6&4, 2&0, 2&-4, 9&13, 1456&1462, 6&-1, 1.4, -0.6, /
19. COc1ccc(/C=C2/C(=O)N=C3SCCN32)cc1
 : -21, /, 2, -4, 3, 15, 1535, 3, 0.3, 0.3, -1.8
20. O=C1N/C(=N\N=C\c2ccccn2)SC1Cc1cccc(SC(F)F)c1 (centres undefined)
 : 17, /, 9, -10, 9, 4, 1553, 3, 1.9, -0.7, /
21. Cc1cccc2cc(CN(C(=O)c3cnccn3)C3CCCCC3)c(Cl)nc12
 : 36, /, 6, -1, 6, 7, 1565, 1, 1.3, -1.7, /
22. CC(=O)c1ccc(NC(=O)C2CCCN(C(=O)c3ccc(Cl)cc3)C2)cc1 (centres undefined)
 : 2, -14, 1, -3, 0, 5, 1851, 1, 1.0, 0.5, -0.023
23. COc1ccccc1NC(=O)Cn1c2ccccc2c2nc3n(c(=O)c21)CCS3
 : 18, -3, 4, -7, -4, -7, 1457, -4, 3.3, -1.1, -0.69
24. O=C(CSc1n[nH]c(-c2ccco2)n1)N1c2ccccc2Sc2ccccc21
 : -2, -13, -2, 4, -6, -20, 1439, 3, 1.3, 1.6, -0.45
25. COc1cc(S(=O)(=O)N2CCN(C(=O)c3ccccc3F)CC2)c(OC)cc1NC(C)=O
 : -1, -24, 1, 3, -1, 4, 1459, -2, 1.9, 1.3, /
26. COc1ccccc1N1CCN(Cc2ccc(OC)c3ccccc23)CC1
 : 15, /, 6, 2, -15, 12, 1696, -1, -0.1, 3.0, /
27. O=S(=O)(c1ccc(Cl)cc1)c1ccccn1
 : -3, /, -6, -1, -10, 7, 1468, -2, 1.0, 0.1, 0.26
28. O=C(c1cnc2n(c1=O)CCS2)N(C1CCCCC1)C1CCCCC1
 : -4, -32, -3, 2, 7, 4, 1688, 10, 2.4, -0.4, /
29. COc1ccc(Br)cc1CNC(=O)CCNC(=O)Cn1ccc2ccccc2c1=O
 : 2, -2, 0, 2, 2, -9, 1366, -5, -0.5, 0.7, 0.034
30. CCN(CC)CCN1C(=O)c2ccccc2NC1c1ccc(F)cc1 (centres undefined)
 : 7, /, 2, 1, 6, -4, 1535, 5, 1.6, -3.4, /

Next section; it opens with the six that closed the last part.
Each structure is followed by: L major viab, S1P3 antag, PPARg SRC-1 ag, Efa HMGR inh, PPARg SRC3 recr, bIAP inhibitor, TR-FRET SRC-2 ct, PPARg SRC-2 ag, RAM network inh, DTT redox prof, ROMK primary
25. COc1cc(S(=O)(=O)N2CCN(C(=O)c3ccccc3F)CC2)c(OC)cc1NC(C)=O
 : -1, -24, 1, 3, -1, 4, 1459, -2, 1.9, 1.3, /
26. COc1ccccc1N1CCN(Cc2ccc(OC)c3ccccc23)CC1
 : 15, /, 6, 2, -15, 12, 1696, -1, -0.1, 3.0, /
27. O=S(=O)(c1ccc(Cl)cc1)c1ccccn1
 : -3, /, -6, -1, -10, 7, 1468, -2, 1.0, 0.1, 0.26
28. O=C(c1cnc2n(c1=O)CCS2)N(C1CCCCC1)C1CCCCC1
 : -4, -32, -3, 2, 7, 4, 1688, 10, 2.4, -0.4, /
29. COc1ccc(Br)cc1CNC(=O)CCNC(=O)Cn1ccc2ccccc2c1=O
 : 2, -2, 0, 2, 2, -9, 1366, -5, -0.5, 0.7, 0.034
30. CCN(CC)CCN1C(=O)c2ccccc2NC1c1ccc(F)cc1 (centres undefined)
 : 7, /, 2, 1, 6, -4, 1535, 5, 1.6, -3.4, /
31. COC(=O)c1ccccc1NC(=O)C1CC=CCC1C(=O)O (centres undefined)
 : -3, 7, 4, -6, 5, 3, 1519, 7, 2.1, 2.9, /
32. Clc1cccc(-c2nnc3sc(-c4ccccc4)nn23)c1
 : -5, -9, 4, /, -5, /, 1555, 8, /, 6.8, /
33. CC(=O)N1CCC2(CC1)C/C(=N\NC(=S)Nc1ccccc1F)c1cc(O)ccc1O2
 : -5, 10, 6, -5, 0, -5, 1507, 6, 1.8, -1.5, 1.4
34. O=C(CCc1nnc(-c2ccccc2)o1)NC1CCCCC1
 : -6, 1, 2, -7, -2, -11, 1394, -8, 3.1, -1.0, 0.26
35. COc1ccc(CC(=O)NCc2cccs2)cc1OC
 : -2, /, 0, -3, -3, 6, 1450, 1, 0.5, 0.4, -0.064
36. CN(C)CCCN(C(=O)/C=C/c1cccs1)c1nc2c(F)cccc2s1
 : 97*, 16, 9, -5, 4, 10, 1854, 1, 2.7, -0.8, -0.51
37. CC(NC(=O)CN(C)S(=O)(=O)c1cnc[nH]1)c1ccccc1 (centres undefined)
 : -3, -18, -3, 2, 1, 1, 1632, -5, -0.8, -1.2, 0.89
38. CCNC(=O)c1oc2c(c1C)C(=O)CC(C)(C)C2
 : 6, /, 3, -6, 16, 7, 1548, -1, 0.3, 0.2, /
39. Cn1c(C(=O)NCCc2c[nH]c3ccccc23)cc2sccc21
 : 14, 2, -2, -9, 8, 34, 1678, -5, 2.4, -1.4, /
40. Nc1c(C(=O)c2ccc(Cl)cc2)sc2nc3c(cc12)CCC3
 : 1, -11, 4, 0, 1, 16, 1651, 3, 3.9, 0.7, -1.1
41. O=C(O)CCCCCNS(=O)(=O)c1ccc2c(c1)OCCO2
 : 10, -6, -1, -2, 4, 0, 1529, 0, 0.6, -0.4, 0.0051
42. Cc1nonc1CN(C)C(=O)CC1C(=O)NCCN1Cc1ccc(F)c(F)c1 (centres undefined)
 : -14, -13, 2, -1, 4, -1, 1639, -4, 0.1, -1.2, 0.17
43. CCn1c(SC(C)C(=O)O)nnc1-c1cccnc1 (centres undefined)
 : 3, /, 4, -2, -5, -2, 1584, 9, 1.4, 0.2, 0.79
44. O=C(NCC(=O)N(c1ccccc1)C(C(=O)NCC1CCCO1)c1ccccc1)c1ccco1 (centres undefined)
 : 2, -13, 2, -1, 4, -7, 1479, -1, -0.4, 2.0, 0.13
45. O=C1CC(c2ccco2)Cc2nc(N3CCc4ccccc4C3)ncc21 (centres undefined)
 : 14, 5, 13, 6, 5, 10, 1564, 5, 2.0, 1.2, /
46. Cc1cc(C)n2nc(CCCCc3nc4nc(C)cc(C)n4n3)nc2n1
 : -3, -2, -1, 2, -1, -11, 1560, 7, 0.7, 7.5, 0.46
47. COc1cc(C2C(C#N)=C(N)Oc3cc(C)oc(=O)c32)ccc1OC(=O)N1CCOCC1 (centres undefined)
 : -11, -6, -4, -6, -2, 2, 1636, -2, 0.1, 0.4, 0.19
